# Screening data as filed in PubChem BioAssay.
# Eya2 inh = qHTS Assay for Inhibitors of the Phosphatase Activity of Eya2 | recombinant Eya2, OMFP fluorescence dephosphorylation (OMFP is methylfluorescein phosphate) | Potency, µM (top dose mostly 76.9 µM), without a hit: at the top dose activity, negative = inhibition, usual class: inhibitors | actives 0.006% (n = 330,000) | AID 488837, 2010; note: potency is the fitted concentration of half-maximal effect
# Target sequence (O00167 whole entry, looked up): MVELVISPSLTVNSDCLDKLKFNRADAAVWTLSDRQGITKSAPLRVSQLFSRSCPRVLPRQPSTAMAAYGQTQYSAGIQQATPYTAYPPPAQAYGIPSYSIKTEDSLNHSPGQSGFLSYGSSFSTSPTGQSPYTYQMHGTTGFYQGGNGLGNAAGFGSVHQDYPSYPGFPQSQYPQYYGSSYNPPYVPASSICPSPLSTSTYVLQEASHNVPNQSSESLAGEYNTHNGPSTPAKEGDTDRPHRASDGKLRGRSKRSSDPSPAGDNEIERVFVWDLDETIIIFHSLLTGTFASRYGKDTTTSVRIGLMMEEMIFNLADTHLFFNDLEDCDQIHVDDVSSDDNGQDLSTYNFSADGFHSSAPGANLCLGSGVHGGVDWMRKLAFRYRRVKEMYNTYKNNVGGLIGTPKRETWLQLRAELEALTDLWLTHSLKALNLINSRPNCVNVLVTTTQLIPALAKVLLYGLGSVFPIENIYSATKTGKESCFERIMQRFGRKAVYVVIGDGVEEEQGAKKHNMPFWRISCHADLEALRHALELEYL
#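 Eya2 (0.2 uM) preincubated 10 min at ambient with compound, then OMFP substrate added at 50 uM; 10 min reaction in 50 mM HEPES pH 7.5, 50 mM NaCl, 5 uM MgCl2, 0.05% BSA, 1 mM DTT. Fluorescence read at Ex 485/Em 525 nm.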
# Chronic BCR inh = qHTS Assay to Find Inhibitors of Chronic Active B-Cell Receptor Signaling | ABC-DLBCL IkBa-CBG/CBR reporter, luminescence ratio, 4 h | actives 0.05% (n = 340,000) | AID 493014, 2011 | Potency, µM (top dose mostly 46.1 µM), for the others: at the highest dose ratio change, negative = lower green/red ratio, hits mostly inhibitors; active = well fitted inhibition curve with a large enough effect in the signal ratio, with a control signal flat, not every such curve was filed as active; inconclusive = small, poorly fitted or top-dose-only effect, or effect the other way, or a change in a side signal; the % refers to the signal ratio;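 note: potency is the fitted concentration of half-maximal effect; plate controls were basal doxycycline-induced cells for no effect and cells given 10 µM MG132 for full effect; MG132 reads +100%, hits lower the ratio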
#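 Concentration-response series (up to 46 uM) were applied to TMD8 dual-reporter cells for 4 h at 37C with doxycycline. Green/red ratio, after filter-overlap correction, defined %Activity; red signal alone was normalised to basal cells and zero luminescence.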
# PKM2 activator = qHTS Assay for Activators of Human Muscle isoform 2 Pyruvate Kinase. purified PKM2, Kinase-Glo ATP luminescence, activation; response scale: 0% is enzyme alone, no compound. Pyruvate kinase PKM (Homo sapiens), P14618. AID 1631, 2009. Potency, µM (highest dose often 57.5 µM), inactives show top-dose activation, actives largely listed as activators. actives 0.34% (n = 260,000); note: potency is the fitted concentration of half-maximal effect; nearly all actives have a fitted effect of over 55% in size
#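 ATP formation by purified human PK-M2, quantified via coupled luciferase luminescence after 1 h at room temperature with 0.1 mM ADP and 0.5 mM PEP final.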
# FBPA coupling cs = qHTS Assay for Inhibitors of Fructose-1,6-bisphosphate Aldolase from Giardia Lamblia: Coupling assay counterscreen. coupling enzyme system counterscreen, AmpLite Red fluorescence. activity change, negative = inhibition, % at 58.2 µM, hits read low. actives 0.67% (n = 290,000). AID 2472, 2010; in the data active = activity change below about -30%
#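 Counterscreen of the coupled detection system alone, without aldolase: glyceraldehyde-3-phosphate coupling enzymes plus AmpLite Red readout. Compounds at 57.5 uM final, 10 min RT preincubation, 20 min RT reaction, fluorescence 525/598 nm.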
# USP2a inh = qHTS Assay for Inhibitors of Ubiquitin-specific Protease USP2a Using CHOP2 as the Reporter. Ubiquitin carboxyl-terminal hydrolase 2 (Homo sapiens), O75604. USP2 core, Ub-CHOP2 coupled fluorogenic reporter, 485/531. Potency, µM (titrated, usually from 38.3 µM), inactives show at the highest dose activity change, negative = inhibition, usual class: inhibitors. actives 0.01% (n = 330,000). AID 463254, 2010;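 note: potency is the fitted concentration of half-maximal effect; plate controls were DMSO wells for no effect and full inhibition by NEM control for full effect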
# Target sequence (O75604 whole entry, looked up): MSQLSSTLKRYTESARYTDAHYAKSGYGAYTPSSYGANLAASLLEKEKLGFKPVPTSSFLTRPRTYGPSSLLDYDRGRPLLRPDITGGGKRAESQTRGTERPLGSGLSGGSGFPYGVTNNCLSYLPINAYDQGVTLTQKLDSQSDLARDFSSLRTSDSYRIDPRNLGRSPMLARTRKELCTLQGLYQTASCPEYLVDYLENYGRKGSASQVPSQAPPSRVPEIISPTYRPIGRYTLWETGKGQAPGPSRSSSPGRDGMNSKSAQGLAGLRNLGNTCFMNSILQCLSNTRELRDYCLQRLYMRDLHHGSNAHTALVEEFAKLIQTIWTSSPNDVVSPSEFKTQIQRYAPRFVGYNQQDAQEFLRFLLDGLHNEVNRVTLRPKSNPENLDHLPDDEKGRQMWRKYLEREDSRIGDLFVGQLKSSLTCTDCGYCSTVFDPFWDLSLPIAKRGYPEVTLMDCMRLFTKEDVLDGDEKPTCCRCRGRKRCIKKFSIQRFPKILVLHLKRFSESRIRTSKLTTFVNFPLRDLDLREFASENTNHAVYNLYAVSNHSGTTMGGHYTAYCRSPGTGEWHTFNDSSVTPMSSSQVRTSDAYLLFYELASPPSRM
#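 Cell-free coupled assay: 10nM USP2 core preincubated 30min RT with compound in Tris-HCl pH 8.0/CaCl2/CHAPS buffer, then 25nM Ub-CHOP2 and 25nM reporter substrate; fluorescence (Ex 485/Em 531) read after 60min RT, normalized to NEM inhibition, concentration-response curves fitted.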
# hERG WT inh = qHTS for Inhibitors of KCHN2 3.1: Wildtype qHTS. Voltage-gated inwardly rectifying potassium channel KCNH2 (Homo sapiens), Q12809. U2OS, BacMam KCNH2, thallium flux FluxOr; active compounds read low. activity change, % at 1.84 µM. actives 0.37% (n = 340,000);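 active = maximum activity change below -70%; inconclusive = maximum activity change between -70% and -50%; inactive = maximum activity change above -50%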
#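 U2OS cells were transduced with wild-type KCNH2 virus (2.03 x 10^8 / mL) for 4 h at room temperature, then cultured overnight at 37 C. Thallium flux was read with FluxOr dye. Rate constants were normalized to DMSO controls.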
# GALK inhibitor = qHTS Assay for Inhibitors of Human Galactokinase (GALK) | P51570 | Purified GALK, Kinase-Glo residual ATP luminescence | Potency, µM (doses to about 57.5 µM), without a hit: top-dose activity change, negative = inhibition, usual class: inhibitors | actives 0.007% (n = 270,000); note: potency is the fitted concentration of half-maximal effect
#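 Luminescence from leftover ATP (Ultra-Glo luciferase/luciferin) served as read-out after a 1 h room-temperature reaction of 5 nM GALK with 35 uM ATP and 100 uM galactose.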
# uPA surface inh = qHTS for Inhibitors of Cell Surface uPA Generation; cell surface uPA generation assay, qHTS; Potency, µM (series often up to 38.3 µM), for inactives: at the highest dose activity change, negative = inhibition, actives largely listed as inhibitors; actives 0.31% (n = 330,000); AID 540303, 2011; active = well fitted inhibition curve with a large enough effect; inconclusive = small, poorly fitted or top-dose-only effect; inactive = no such curve, though single readings can be large or run the other way; tested in mouse RAW 264.7 cells; note: potency is the fitted concentration of half-maximal effect; nearly all actives have a fitted effect of over 55% in size
# KCNH2 3.1 inh = qHTS for Inhibitors of KCHN2 3.1: Mutant qHTS; actives 0.95% (n = 340,000); U2OS KCNH2 3.1, thallium flux FluxOr; active compounds read low; activity change, % (tested at about 1.8 µM); Potassium voltage-gated channel subfamily H member 2, brain isoform KCNH2 3.1 (human); AID 720553, 2013;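 active = maximum activity change below -70%; inconclusive = maximum activity change from -70% to -50%; inactive = maximum activity change above -50%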;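 note: thallium influx rate constant from kinetic fluorescence after stimulation buffer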
#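 U2OS cells transduced with KCNH2 3.1 mutant virus (1.77 x 10^8 /mL, 4 h), plated overnight at 37 C, loaded 45 min with FluxOr dye plus Red40 quencher. Thallium flux rate constant from kinetic reads after stimulation buffer, normalised to controls.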
# Giardia kill = Small Molecules that selectively kill Giardia lamblia: qHTS | activity change, % at 7.66 µM, hits read low | Giardia lamblia trophozoite viability | AID 540267, 2011 | actives 0.15% (n = 340,000); in the data active = activity change below about -80%; inconclusive = between about -30% and that limit;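 note: parasites exposed to compound for two days anaerobically before the ATP read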
#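 Trophozoite viability was measured as ATP-dependent luminescence, read 15-30 min after reagent addition. Before that, parasites at 100 cells/well were exposed to compounds for 48 h, anaerobically, at 37 deg C.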
# B2AR arrestin = qHTS assay of beta-arrestin-biased ligands of beta2-adrenergic receptor; beta-arrestin recruitment to beta2AR, cell-based reporter; Potency, µM (doses to about 46.1 µM), for the others: top-dose activation, most hits filed as activators; actives 0.02% (n = 330,000);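 note: potency is the fitted concentration of half-maximal effect; 0% = DMSO controls and full agonism = EC100 isoproterenol or metaproterenol; nearly all actives have a fitted effect of over 65% in size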
# Numbers without * were called inactive; ? = inconclusive; · = no result given. Unless noted, calls come from the whole dose curve; as a rule, active = well fitted curve in the direction sought with a large enough effect; inconclusive = small, poorly fitted or top-dose-only effect, or another doubt; inactive = no such curve, though single readings can be large; an effect the other way counts as inactive or inconclusive. Unless noted, % is set by controls: 0 for no effect and ±100 for the full control effect.
No.	structure	B2AR arrestin	Eya2 inh	FBPA coupling cs	PKM2 activator	uPA surface inh	KCNH2 3.1 inh
1	COCCn1c(=O)[nH]c2cc(C(=O)NCCN3CCN(c4ccccc4F)CC3)ccc2c1=O	0.2%	15%	0	-4%	-2%	20
2	Cc1[nH]n(-c2cccc(Cl)c2)c(=O)c1/C=N/n1c(C)nc2ccccc2c1=O	0.1%	0%	4	0%	-6%	2
3	CC(C)(O)C#Cc1ccc(CN2CCC(n3nccc3NC(=O)C3CC3)CC2)cc1	0.8%	-2%	·	·	-3%	1
4	O=[N+]([O-])c1cccc(/C=C/c2nc3ccc([N+](=O)[O-])cc3[nH]2)c1	0.4%	-3%	1	28%	-7%	-27
5	CCN1CCC(=NNC(=O)c2ccco2)CC1	-2.9%	5%	-3	-1%	1%	16
6	CN1C(C(=O)NCc2cccc(C(F)(F)F)c2)CC2Cn3c(nc4cc5ccccc5cc43)C21 (stereo unspecified)	0.0%	-18%	2	-5%	-3%	-6
7	c1ccn(-c2ccc(N3CCOCC3)cc2)c1	-0.5%	-3%	9	-8%	4%	-19
8	Cc1ccc(-c2nn(-c3ccccc3)cc2CSC(=N)N)cc1	-0.1%	-19%	-2	-5%	-3%	-19
9	Cc1occc1C(=O)Nc1sc2c(c1C(N)=O)CCC(C(C)(C)C)C2 (stereo unspecified)	-1.1%	0%	-1	-4%	8%	-2
10	CCc1ccccc1NC(=O)N1C2CCCC1CC(NC(C)=O)C2 (stereo unspecified)	0.4%	3%	0	-4%	3%	2

No.	USP2a inh	hERG WT inh	Giardia kill	Chronic BCR inh	GALK inhibitor
1	3%	5	10	8%	2%
2	2%	-1	3	?	-4%
3	0%	3	25	-1%	-2%
4	4%	7	6	?	2%
5	-1%	-12	-21	?	2%
6	0%	1	-9	-1%	4%
7	4%	4	4	?	-2%
8	3%	47	5	?	-4%
9	-2%	3	11	?	5%
10	2%	-11	10	2%	-2%

# (more compounds)
No.	structure	B2AR arrestin	Eya2 inh	FBPA coupling cs	PKM2 activator	uPA surface inh	KCNH2 3.1 inh
11	N#Cc1c(-c2ccccc2)nc(-c2cccnc2)[nH]c1=O	-1.2%	-2%	9	·	9%	11
12	O=C(Nc1ccc2oc(-c3ccncc3)nc2c1)c1ccc([N+](=O)[O-])o1	-0.9%	-1%	-1	·	-10%	13
13	COC(=O)CSc1ncnc2c1cnn2Cc1ccccc1	0.0%	5%	1	?	4%	2
14	CCS(=O)(=O)N1CCN(C(=O)c2cccc(OC)c2)CC1	0.2%	3%	1	2%	7%	13
15	COc1ccc(Cc2nnc(NS(=O)(=O)c3ccc([N+](=O)[O-])cc3)s2)cc1	-0.5%	-2%	9	·	4%	2
16	COc1ccc(NC(=O)CS(=O)c2ccccc2Cl)cc1 (stereo unspecified)	-0.3%	-3%	·	-6%	1%	-8
17	COC(=O)[C@@]12CCCN1[C@H](c1ccc(-c3ccc(Cl)c(Cl)c3)c(OC)c1)[C@H]1C(=O)N(C)C(=O)[C@H]12	0.0%	2%	·	·	?	-13
18	CC(=O)c1cccc(N(CC(=O)N2CCCC2)S(C)(=O)=O)c1	-0.4%	11%	1	-6%	3%	16
19	Cc1cccc(NC(=O)CSc2nnc(CNC(=O)c3ccco3)o2)c1C	0.0%	5%	·	·	6%	4
20	CC(C(=O)NC1CCCc2ccccc21)N1CCN(c2ccc(F)cc2)CC1 (stereo unspecified)	0.1%	-14%	1	-1%	-4%	5

No.	USP2a inh	hERG WT inh	Giardia kill	Chronic BCR inh	GALK inhibitor
11	2%	18	2	10%	4%
12	3%	2	-80*	?	-3%
13	1%	-5	-8	0%	-1%
14	-2%	-2	-4	3%	4%
15	2%	1	-12	-1%	3%
16	2%	-2	-28	1%	-5%
17	-7%	-6	9	?	·
18	-2%	-2	3	4%	1%
19	-1%	2	5	-8%	-6%
20	-11%	32	-26	-3%	2%

# Of the compounds above, these contain a halogen.
No.	structure	B2AR arrestin	Eya2 inh	FBPA coupling cs	PKM2 activator	uPA surface inh	KCNH2 3.1 inh
1	COCCn1c(=O)[nH]c2cc(C(=O)NCCN3CCN(c4ccccc4F)CC3)ccc2c1=O	0.2%	15%	0	-4%	-2%	20
2	Cc1[nH]n(-c2cccc(Cl)c2)c(=O)c1/C=N/n1c(C)nc2ccccc2c1=O	0.1%	0%	4	0%	-6%	2
6	CN1C(C(=O)NCc2cccc(C(F)(F)F)c2)CC2Cn3c(nc4cc5ccccc5cc43)C21 (stereo unspecified)	0.0%	-18%	2	-5%	-3%	-6
16	COc1ccc(NC(=O)CS(=O)c2ccccc2Cl)cc1 (stereo unspecified)	-0.3%	-3%	·	-6%	1%	-8
17	COC(=O)[C@@]12CCCN1[C@H](c1ccc(-c3ccc(Cl)c(Cl)c3)c(OC)c1)[C@H]1C(=O)N(C)C(=O)[C@H]12	0.0%	2%	·	·	?	-13
20	CC(C(=O)NC1CCCc2ccccc21)N1CCN(c2ccc(F)cc2)CC1 (stereo unspecified)	0.1%	-14%	1	-1%	-4%	5

No.	USP2a inh	hERG WT inh	Giardia kill	Chronic BCR inh	GALK inhibitor
1	3%	5	10	8%	2%
2	2%	-1	3	?	-4%
6	0%	1	-9	-1%	4%
16	2%	-2	-28	1%	-5%
17	-7%	-6	9	?	·
20	-11%	32	-26	-3%	2%

# Later entries
No.	structure	B2AR arrestin	Eya2 inh	FBPA coupling cs	PKM2 activator	uPA surface inh	KCNH2 3.1 inh
21	CCOC(=O)N1CCN(C(=O)CN(C2CCCCC2)S(=O)(=O)c2ccc(F)cc2)CC1	0.1%	-10%	11	-9%	-2%	9
22	O=C(O)CN1CCN(Cc2ccccc2Cl)C1=O	0.2%	2%	0	-3%	·	-7
23	COC(=O)CN1C(=S)N(C)C(=O)C1CC(=O)Nc1ccccc1 (stereo unspecified)	-1.5%	-16%	1	-8%	-2%	19
24	COc1cccc(NC(=S)Nc2cccc3ccccc23)c1	-0.9%	13%	-13	0%	-9%	13
25	COc1ccc(S(=O)(=O)N(C)CC(=O)N2CCN(C)CC2)cc1C	-0.5%	-26%	0	0%	-2%	3
26	Cc1ccc(N/C(CSC(N)=O)=N\S(=O)(=O)c2ccc(C)cc2)cc1	0.1%	-3%	6	2%	-1%	2
27	Cn1c(CNC(=O)c2ccco2)nnc1SCC(=O)N1c2ccccc2Sc2ccccc21	0.0%	19%	-3	-10%	-3%	·
28	O=C(CNC(=O)COc1ccccc1)NCc1ccccc1F	0.1%	-17%	-12	-20%	7%	-15
29	CC(C)(C)P(=O)(CO)c1ccccc1 (stereo unspecified)	0.1%	26%	-1	0%	0%	-15
30	COc1ccc(N2C(=O)NC(NS(=O)(=O)c3ccc(NC(C)=O)cc3)(C(F)(F)F)C2=O)cc1 (stereo unspecified)	-0.4%	4%	4	-2%	3%	·

No.	USP2a inh	hERG WT inh	Giardia kill	Chronic BCR inh	GALK inhibitor
21	1%	-4	2	-23%	-4%
22	7%	22	1	5%	-2%
23	1%	-6	6	1%	-2%
24	3%	2	-11	1%	-1%
25	0%	-2	3	15%	1%
26	2%	1	2	10%	-7%
27	3%	-3	18	-4%	-3%
28	6%	13	8	-1%	0%
29	4%	-2	-2	-4%	7%
30	0%	-5	-17	-4%	-4%

# Remaining list, next part:
No.	structure	B2AR arrestin	Eya2 inh	FBPA coupling cs	PKM2 activator	uPA surface inh	KCNH2 3.1 inh
31	COc1ccc(OCC(O)CNC(=O)c2ccccc2C(=O)O)cc1 (stereo unspecified)	-0.7%	8%	0	2%	-3%	-1
32	CN(C)c1nc(N)nc(CSc2nnnn2-c2ccc(F)cc2)n1	-0.2%	10%	1	12%	·	-3
33	COC(=O)c1ccc(Sc2ccccc2NS(=O)(=O)c2ccc(OC)cc2)nc1	0.1%	6%	2	10%	4%	-24
34	CC(=O)N1CCc2cc(S(=O)(=O)NCCN3CCC(C)CC3)ccc21	-0.1%	-8%	0	9%	0%	5
35	Cc1cc(OCCN2CC(C)OC(C)C2)ccc1[N+](=O)[O-] (stereo unspecified)	0.0%	24%	0	6%	-13%	-1

No.	USP2a inh	hERG WT inh	Giardia kill	Chronic BCR inh	GALK inhibitor
31	2%	-1	-14	4%	·
32	3%	2	-2	-22%	-2%
33	-1%	14	-5	0%	0%
34	1%	6	-10	-14%	4%
35	-2%	12	-6	-3%	2%
